Rac1 wt GTP bind = alters GTP binding to wildtype human Rac1. GST-Rac1 beads, fluorescent GTP binding, flow cytometry; actives lie on both sides; 0 = cold GTP competed, 100 = untreated. GTP binding activity (% of control), % at 10 µM. AID 757. P63000. 0.27% of 190,000 active;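 active = GTP binding activity at least 20 points away from the 100% control level, either lower or higher; inconclusive = compound flagged as likely green fluorescent, judged across all proteins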
Rab7 wt GTP bind = alters GTP binding to wildtype dog Rab7 | GST-Rab7 beads, fluorescent GTP binding, flow cytometry; actives lie on both sides; untreated = 100%, excess cold GTP = 0% | 0.055% of 190,000 active | GTP binding activity (percent of control), % at 10 µM;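 active = fluorescent GTP binding to Rab7 beads changed by at least 20 points from the 100% baseline, either direction, mostly lower; inconclusive = compound itself probably fluorescent, or too few beads counted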;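 note: median green fluorescence of bound Bodipy-FL-GTP per Rab7 bead population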
Rac1 mut GTP = human Rac1 activated mutant GTP binding change. GST-Rac1 activated beads, fluorescent GTP binding, flow cytometry; actives lie on both sides; 100% means binding = to untreated wells. 0.11% of 190,000 active. percent activity (GTP binding), % at 10 µM. AID 764. P63000;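 active = GTP binding at least 20 percentage points away from the 100% baseline, in either direction, so actives lie on both sides; inconclusive = Compound likely fluorescent itself, or too few beads counted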
Mcl1-Noxa inh = disrupts binding of human Mcl-1 to Noxa peptide; inhibition, % at 21.7 µM; AID 1022; 1.5% of 220,000 active; TR-FRET Mcl-1/Noxa peptide binding, 2 h;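 active = compounds that cut the protein-peptide binding signal by more than 50% relative to plate controls in a single-dose test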;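 note: His-tagged Mcl-1 with rhodamine Noxa BH3 peptide and terbium anti-His antibody; 0% = Mcl-1 plus Noxa peptide wells and 100% = peptide-only wells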
Target sequence (Q07820 whole entry, looked up): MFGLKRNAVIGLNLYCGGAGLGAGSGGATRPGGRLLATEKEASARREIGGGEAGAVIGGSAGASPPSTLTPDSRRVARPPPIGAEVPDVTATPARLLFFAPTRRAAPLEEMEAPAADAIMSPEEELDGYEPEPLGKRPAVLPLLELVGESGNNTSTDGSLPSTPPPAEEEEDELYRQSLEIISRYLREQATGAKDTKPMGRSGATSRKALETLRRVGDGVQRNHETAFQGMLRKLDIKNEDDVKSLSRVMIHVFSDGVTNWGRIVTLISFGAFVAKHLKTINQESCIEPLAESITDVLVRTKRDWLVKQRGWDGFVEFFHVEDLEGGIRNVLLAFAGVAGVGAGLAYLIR
HRas wt GTP bind = modulators of GTP binding to human HRas wildtype. GTP binding activity, % at 10 µM. GST-Ras wt beads, Bodipy-FL-GTP binding, flow cytometry; actives lie on both sides. AID 759. 0.14% of 190,000 active;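 active = GTP binding activity at least 20% away from the 100% baseline, either lowered as inhibitor or raised as activator; inconclusive = flagged as likely green fluorescent, judged across all proteins in the well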;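 note: 0% = unlabeled GTP competition control and 100% = no-compound control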
Target sequence (P01112 whole entry, looked up): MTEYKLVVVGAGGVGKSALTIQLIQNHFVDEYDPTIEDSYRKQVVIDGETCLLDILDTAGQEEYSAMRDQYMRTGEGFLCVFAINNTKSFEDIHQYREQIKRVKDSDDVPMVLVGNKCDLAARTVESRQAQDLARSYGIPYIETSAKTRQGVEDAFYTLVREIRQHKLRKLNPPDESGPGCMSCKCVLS
GSH fluor = compound fluoresces at 488/530 nm on GSH beads; fluorescence (KMESF) at 10 µM; AID 1776; 0.25% of 190,000 active; GSH beads flow cytometry, compound fluorescence 488/530 nm; hits give high values; in the data active = fluorescence above about 89;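 note: glutathione beads carrying GST-tagged Bcl family fusion proteins plus one bare bead set; values are compound well signal with DMSO vehicle wells as background; inactives centre near 16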
Avidin fluor = avidin bead compound fluorescence profile | Avidin beads, compound fluorescence 488/530 nm, flow cytometry; hits give high values | fluorescence (KMESF) at 10 µM | 0.38% of 220,000 active | AID 1775; in the data active = fluorescence above about 47; note: inactives centre near 10
Mcl1 Bid PPI = disrupts binding of human Mcl-1 to Bid peptide; AID 1021; inhibition, % at 21.7 µM; 0.97% of 220,000 active; Q07820; TR-FRET Mcl-1/Bid-Dy647 peptide binding, 1536-well;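 active = compounds that cut the binding signal by more than half at the single screening dose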;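 note: His-tagged Mcl-1 with europium anti-His antibody binding Bid BH3 peptide; 0% = Mcl-1 plus peptide wells and 100% = peptide-only wells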
Cdc42 wt GTP = modulators (inhibitors or activators) of GTP binding to human Cdc42 wildtype. percent activity (GTP binding), % at 10 µM. GST-Cdc42 beads, Bodipy-GTP binding, flow cytometry; actives lie on both sides. P60953. AID 761. 0.2% of 190,000 active;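 active = percent activity GTP binding at least 20 points away from the 100% baseline, either down as inhibitor or up as activator; inconclusive = compound flagged as likely green fluorescent from well-wide comparison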;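 note: median bead fluorescence of bound Bodipy-FL-GTP at 100 nM; 0% = excess unlabeled GTP control and 100% = no compound control; below 100% means less GTP binding so inhibitor and above means activator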
Target sequence (P60953 whole entry, looked up): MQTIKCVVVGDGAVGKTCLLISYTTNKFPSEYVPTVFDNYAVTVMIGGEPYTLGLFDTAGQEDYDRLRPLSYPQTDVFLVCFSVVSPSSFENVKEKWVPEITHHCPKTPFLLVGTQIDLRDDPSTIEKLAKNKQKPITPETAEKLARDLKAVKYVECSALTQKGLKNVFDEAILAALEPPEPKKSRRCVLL
Rab2A wt mod = changes GTP binding to wildtype dog Rab2A, up or down; P61105; GST-Rab2 wt beads, Bodipy-GTP binding, flow cytometry; GTP binding activity, % at 10 µM; 0.19% of 190,000 active; AID 760;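 active = GTP binding activity at least 20 points away from 100%, either lowered or raised; inconclusive = signal likely due to the compound's own green fluorescence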;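 note: 0% = beads with excess unlabeled GTP and 100% = no-compound control corrected for plate trend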
Pf gametocyte = P. falciparum stage V gametocyte viability inhibition; inhibition, % at 10.9 µM; P. falciparum stage V gametocytes, ATP luminescence, 24 h; 0.065% of 150,000 active;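 active = inhibition above the mean plus 3 SD of compounds within the control limits, set per campaign, cut at about 38% in these data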;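 note: 0% = DMSO wells and 100% = medium only without gametocytes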
* marks the source's active call; other numbers are inactive results; u = inconclusive; x = not tested or not shown.

Molecule	Rac1 wt GTP bind	Rab7 wt GTP bind	Rac1 mut GTP	Mcl1-Noxa inh	HRas wt GTP bind	GSH fluor	Avidin fluor	Mcl1 Bid PPI	Cdc42 wt GTP	Rab2A wt mod	Pf gametocyte
COc1ccc(NC(=S)Nc2cnc3ccccc3c2)c(OC)c1	98	110	97	20	98	13	10	-27	96	98	12
N#CCCCSc1nnc(Cc2ccc3c(c2)OCO3)o1	105	96	102	2	104	65	7	-6	106	102	-11
Cc1cc(NC(=O)CSc2nnc3c4c(C)c(C)sc4ncn23)no1	92	92	93	1	93	29	111*	-15	95	92	16
O=C(NC(=S)N1CCN(c2ccc(F)cc2)CC1)c1cccs1	100	102	96	8	99	15	12	-26	94	98	x
COc1ccc(C(=O)N(Cc2ccco2)C(C(=O)NC2CCCC2)c2ccc(O)cc2)cc1OC (stereo not given)	102	102	101	0	103	17	7	-58	102	102	-32
COc1ccc(CN(CCCN2CCOCC2)C(=O)Nc2cccc(Cl)c2)cc1OC	102	99	96	2	99	56	7	-21	98	98	x
O=C(Nc1ccc(NC(=O)C23CC4CC(CC(C4)C2)C3)cn1)c1ccco1	102	100	101	0	101	29	13	-16	102	103	x
O=CN1Cc2[nH]c3ccccc3c2N(c2ccc(Cl)cc2)C1=O	103	107	97	2	103	7	11	-42	101	107	-1
O=C(NCc1cccnc1)C1c2ccccc2C(=O)N1C1CCCCCCC1 (stereo not given)	105	105	101	18	105	21	13	-15	106	103	x
Cc1cc(C(=O)O)c(CSc2ncn[nH]2)o1	105	99	101	16	102	11	6	-43	107	102	8
Cc1cc(C)nc(SCNC(=O)c2ccccc2)n1	101	94	101	2	98	13	6	-31	100	100	x
O=C(NCc1ccncc1)c1cc2ccccc2nc1Cl	92	103	96	2	97	19	10	-20	99	98	-4
Cc1ccc(S(=O)(=O)N(CC(=O)N2CCC(C(N)=O)CC2)c2cccc(C(F)(F)F)c2)cc1	96	99	96	3	97	29	16	4	98	98	x
O=C(Cn1nnc(-c2ccccc2)n1)N1CCN(S(=O)(=O)c2ccc(Cl)cc2)CC1	104	103	100	-10	105	19	17	-3	106	106	x
CC(C)c1ccc(OCc2ccc(C(=O)NN3CCN(C)CC3)o2)cc1	87	94	84	-2	85	19	7	-16	81	83	20
Cc1cccc(Nc2nnc(SCC(=O)N(C)C3CCS(=O)(=O)C3)s2)c1C (stereo not given)	103	101	98	16	100	11	7	-5	100	100	9
CC(=O)NCCn1c(SCc2ccc(C)cc2C)nc2ccccc2c1=O	102	100	99	12	100	23	33	-14	101	100	x
CC1=CSC2=NC(=O)/C(=C\c3cccn3-c3ccc([N+](=O)[O-])cc3)C(=N)N12	103	102	96	37	97	3	8	18	101	97	8
Cc1cc(C)c(NC(=O)/C(=C/c2ccccc2)c2ccccc2)c(C)c1	101	103	100	-29	100	5	7	-23	102	99	x
CC(c1nc2ccccc2c(=O)[nH]1)N1CCOCC1 (stereo not given)	101	106	95	0	98	15	11	-16	100	99	-13
CC(C)CC(OC(=O)c1nsc(Cl)c1Cl)C(=O)NCc1cccs1 (stereo not given)	103	98	96	28	100	20	x	-1	100	98	x
O=C(O)C1C2CC2CN1C(=O)c1ccc(Cl)cc1 (stereo not given)	102	109	92	15	100	18	11	-7	99	103	0
Cc1nc2ccccc2c(=O)n1/N=C/c1ccc(O)cc1O	u	u	u	13	u	17	9	-12	u	u	21
COc1ccc(OC(C)C(=O)N2CCC(C)CC2)cc1 (stereo not given)	107	101	101	7	102	45	5	-5	104	102	x
O=C(Cc1ccc(Cl)cc1)Nc1ccc(NC(=O)c2cccs2)cc1	93	88	91	11	92	10	13	-1	92	96	x
COc1ccc(OC)c(-n2c(Cn3c(-c4ccccn4)nc4ccccc43)n[nH]c2=S)c1	101	104	96	29	96	12	10	-13	95	97	x
CN(C)S(=O)(=O)N1CCC(Oc2ccc(C(=O)NCC(C)(C)CO)cc2)CC1	99	104	95	-10	101	24	8	-23	96	98	25
COc1ccc(C2NC(=O)NC(C)=C2C(=O)Nc2cc(C)ccc2C)cc1OC (stereo not given)	103	105	99	10	103	21	32	-9	103	106	x
O=C(O)c1ccc(C(=O)O)c(C(=O)c2ccccc2)c1	102	95	101	-5	101	25	34	4	97	102	8
CCCCC(=O)Nc1cccc(NC(=O)c2cccc([N+](=O)[O-])c2)c1	99	102	98	2	98	15	8	-2	97	98	x
CCCCNC(=O)c1cnc2n(c1=O)CCS2	105	98	99	21	100	23	29	-3	100	100	x
O=C(c1cn[nH]c1)c1cc(F)ccc1O	97	98	96	17	98	40	14	-39	95	99	x
CC(C)(C)c1cc(NC(=O)c2ccco2)n(-c2ccccc2)n1	101	106	95	5	100	14	7	-13	98	102	-7
COCCCNC(=O)c1c(N)n(-c2ccc3c(c2)OCO3)c2nc3ccccc3nc12	97	93	96	x	96	39	9	x	98	96	x
Nc1cccc(Oc2ccc([N+](=O)[O-])cc2)c1	99	97	94	6	97	12	7	-19	96	96	-8
Cn1c(SCC(=O)Nc2cc([N+](=O)[O-])ccc2F)nnc1C(F)(F)F	104	100	102	30	102	14	12	27	102	102	8
COc1cc(O)c(CCC(=O)c2cc(OC)c(OC)c(OC)c2)c(OC)c1	104	98	100	-6	98	7	2	-37	98	97	-38
CC(C(=O)OCC(=O)c1ccc([N+](=O)[O-])cc1)N1C(=O)C2C3CCC(C3)C2C1=O (stereo not given)	99	97	96	-10	98	24	5	3	96	97	-6
CC1CCN(CC(=O)Nc2ccccc2C(=O)c2ccccc2)CC1	102	106	96	-2	101	13	7	-57	101	102	-9
CC(NC(=O)Cc1cccs1)C(c1cccs1)N1CCOCC1 (stereo not given)	103	99	99	33	100	37	2	36	100	99	x
CCn1nnc(NC(=O)COc2ccc(C3CCCCC3)cc2)n1	107	103	97	-16	103	47	9	-18	96	99	x
CCN1c2ccccc2-c2nc3ccccc3n2C1c1cccs1 (stereo not given)	99	98	98	21	98	5	14	-3	95	98	-15
COc1ccccc1NC(=O)CN1CCSc2ccccc21	95	94	94	6	95	11	11	-39	95	96	-15
O=C(/C=C\c1ccccc1)Nc1ccc(NC(=O)c2ccco2)cc1	97	95	97	-16	96	17	8	-6	98	98	0
O=C(O)CCCN1C(=O)C(=O)/C(=C(/O)c2ccccc2)C1/C=C/c1ccccc1 (stereo not given)	101	100	94	11	99	12	21	-25	96	96	x
CS(=O)(=O)N(CC(=O)NC1CCCCC1)Cc1ccc(Cl)cc1	105	100	100	-9	101	13	8	-12	102	100	16
COc1ccccc1Oc1cc(F)nc(N)n1	103	95	99	3	103	17	10	-17	103	102	-29
CCCC(C)NC(=O)c1ccc(-c2ccccc2)cc1 (stereo not given)	100	100	95	-2	98	14	7	12	98	99	x
COc1ccccc1OCCCc1c(C)n[nH]c1C	99	95	98	31	98	23	39	0	99	96	x
Cc1cccc(-c2nc(CN3CCCC(C(=O)NC4CCCC4)C3)c(C)o2)c1 (stereo not given)	103	98	101	6	104	24	11	-34	102	103	x

The listing continues.
Molecule	Rac1 wt GTP bind	Rab7 wt GTP bind	Rac1 mut GTP	Mcl1-Noxa inh	HRas wt GTP bind	GSH fluor	Avidin fluor	Mcl1 Bid PPI	Cdc42 wt GTP	Rab2A wt mod	Pf gametocyte
CCN1CCN(Cc2nc3c(c(=O)n(C)c(=O)n3C)n2C(C)C(C)=O)CC1 (stereo not given)	108	105	103	-4	108	22	9	-26	107	109	x
O=C(NCc1ccc(Cl)cc1)c1cc(=O)nc2sc(-c3ccccc3)nn12	108	101	102	-1	102	36	12	-42	104	103	x
CCOCCn1c(COc2ccc(C)cc2)nc2ccccc21	106	98	101	23	102	22	16	13	105	103	13
COC(=O)c1cccc(Nc2ncnc3sccc23)c1	102	103	95	9	97	11	11	-52	96	97	12
O=C(NCCOc1cccc2cccnc12)c1cccs1	95	99	96	15	97	16	9	-10	98	97	4
CCC(C)N1CCCC1C(=O)Nc1c(C)cc(C)cc1C (stereo not given)	108	104	100	8	102	28	5	3	102	100	x
COC(=O)C1=C(SC)N(c2ccc(OC)cc2)C(c2ccccc2)CC1=O (stereo not given)	103	101	101	14	102	9	6	3	101	99	-4
O=C(CN1CCN(CCN2C(=O)c3cccc4cccc(c34)C2=O)CC1)c1ccc(Cl)cc1	99	102	102	40	101	21	14	-2	98	99	x
COc1ccc(/C=C/C(=O)Nc2ccc(-c3nnc4n3CCCCC4)cc2)c(OC)c1	103	100	99	10	98	8	8	-2	99	99	-4
COc1oc(-c2ccccc2)nc1C(F)(F)F	105	103	100	9	100	35	5	-9	101	101	x
COc1cc(CC(=O)NNC(=O)c2cc(C)oc2C)cc(OC)c1OC	105	96	101	2	100	19	11	-20	100	97	-32
COc1cc(/C=C2/C(=O)N(c3ccccc3)N=C2C)ccc1OS(=O)(=O)c1ccccc1	97	98	99	26	98	20	14	-49	95	98	x
COc1ccc(C(=O)NCC(c2cccnc2)N2CCN(c3ccc(F)cc3)CC2)cc1OC (stereo not given)	105	100	99	12	101	16	30	-26	103	100	x
O=C(c1cc(F)ccc1F)C1CCCN(C(=O)c2ccc(F)cc2Cl)C1 (stereo not given)	98	98	95	10	96	14	1	-19	95	98	x
Cc1nn(Cc2ccc(Cl)c(Cl)c2)c(C)c1NC(=O)c1cn(-c2ccccc2)nc1-c1ccccc1	111	102	101	-12	103	11	33	-29	106	104	x
CC(C(=O)NCCc1nc2ccccc2[nH]1)n1cc([N+](=O)[O-])cn1 (stereo not given)	100	98	96	7	97	11	4	-1	99	95	8
CCOC(=O)c1c(NC(=O)c2c(C(=O)O)cccc2[N+](=O)[O-])sc(C)c1C	87	92	84	25	91	9	5	15	85	88	-5
Cc1cc(=O)n2ncnc2n1COCCO	106	108	101	-1	106	22	14	-13	107	104	x
COc1cccc(C(=O)OCCCN(C)C)c1	104	98	104	15	104	12	17	-6	103	103	x
CCS(=O)(=O)N1N=C(c2cccc(NS(C)(=O)=O)c2)CC1c1ccc(C)cc1 (stereo not given)	u	u	u	20	u	21	9	0	u	u	-20
CC(=O)Nc1ccc(S(=O)(=O)N2CCCC2C(=O)O)cc1 (stereo not given)	101	100	98	12	102	36	5	3	101	100	x
CCOC(=O)Cc1cc(=O)n2[nH]c(C)c(-c3ccccc3)c2n1	98	102	98	19	99	11	39	-50	100	101	x

Screens (PubChem BioAssay)
